Assay outcomes from PubChem.
USP1-UAF1 inh: blocks the human USP1/UAF1 deubiquitinase complex; O94782; recombinant USP1/UAF1, Ub-Rhodamine cleavage fluorescence; Potency, µM (highest dose often 57.1 µM), for the others: top-dose activity change, negative = inhibition, most hits filed as inhibitors; actives 0.23% (n = 390,000); AID 743255; further: potency means the concentration at half of the fitted maximal effect; on the % scale 0 is the no-effect control and ±100 the full control effect; nearly all actives have a fitted effect of over 60% in size; inactives centre near -12
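USP1/UAF1 complex (1 nM) preincubated 15 min at room temperature with compound, then Ub-Rho substrate (150 nM final) added. Kinetic fluorescence at 480/540 nm over 6 reads at 60 s intervals; 50 mM HEPES pH 7.8, 0.5 mM EDTA, 0.1 mg/ml BSA, 1 mM TCEP, 0.01% Tween-20.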
rTrxR1 inhibitor: blocks rat thioredoxin reductase 1; recombinant rTrxR1, NADPH fluorescence consumption, selenite substrate; Potency, µM (doses to about 114 µM), inactives show at the top dose activity change, negative = inhibition, hits mostly inhibitors; actives 1% (n = 390,000); AID 588453; further: potency means the concentration at half of the fitted maximal effect; on the % scale 0 is the no-effect control and ±100 the full control effect; nearly all actives have a fitted effect of over 65% in size
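Rat TrxR1 (90 nM in the dispensed reagent) was pre-reduced with 400 uM NADPH for 5 min at room temperature, then incubated with compound for 15 min. After 400 uM selenite was added, NADPH fluorescence (Ex 340/Em 450 nm) was followed for 8 min.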
TRHR enhancer: allosterically enhances the human TRH receptor | TRHR cells, fluo-8 calcium fluorescence, EC20 TRH enhancement | enhancement, % at 2 µM | actives 0.66% (n = 360,000) | AID 493056; in the data active means enhancement above about 30%; further: 0% is about no effect
Target sequence (P34981 whole entry, looked up): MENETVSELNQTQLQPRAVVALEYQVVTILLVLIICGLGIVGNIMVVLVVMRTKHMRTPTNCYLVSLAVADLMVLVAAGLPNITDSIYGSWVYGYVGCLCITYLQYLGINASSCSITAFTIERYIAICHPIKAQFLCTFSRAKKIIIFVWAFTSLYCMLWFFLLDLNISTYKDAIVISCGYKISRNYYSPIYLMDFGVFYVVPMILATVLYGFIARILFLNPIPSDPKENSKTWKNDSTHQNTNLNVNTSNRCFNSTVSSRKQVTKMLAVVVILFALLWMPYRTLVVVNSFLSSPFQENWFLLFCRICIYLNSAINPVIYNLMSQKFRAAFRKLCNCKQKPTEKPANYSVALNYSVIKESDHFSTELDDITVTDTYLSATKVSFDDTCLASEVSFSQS
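TRHR-expressing cells loaded with fluo-8 calcium dye were read kinetically (ex 480/em 530) during compound addition, then stimulated with an EC20 of TRH (10 nM final). Enhancement of the Gq-mediated intracellular calcium response was scored.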
Pin1 inh: blocks the human prolyl isomerase Pin1 | AID 504891 | actives 0.009% (n = 390,000) | Pin1 FP peptide displacement, HiFluor488, 10 min | Potency, µM (titrated, usually from 115 µM), for inactives: top-dose activity, negative = inhibition, actives largely listed as inhibitors; active means well fitted inhibition curve with a large enough effect in the polarisation, with a control signal flat, not every such curve was filed as active; inconclusive means small, poorly fitted or top-dose-only effect, or effect the other way, or a change in a side signal; inactive means no such curve, though single readings can be large or run the other way; the % refers to the polarisation; further: potency means the concentration at half of the fitted maximal effect; on the % scale 0 is the no-effect control and ±100 the full control effect
Target sequence (Q13526 whole entry, looked up): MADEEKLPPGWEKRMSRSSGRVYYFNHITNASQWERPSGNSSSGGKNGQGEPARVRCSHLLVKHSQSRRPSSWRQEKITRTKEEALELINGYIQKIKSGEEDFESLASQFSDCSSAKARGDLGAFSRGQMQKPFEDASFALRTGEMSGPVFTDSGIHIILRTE
mIDH1 inhibitor: inhibitors of human mutant IDH1 R132H; IDH1-R132H enzyme, NADPH consumption, diaphorase/resazurin fluorescence; Potency, µM (series often up to 76.6 µM), for inactives: top-dose activity change, negative = inhibition, usual class: inhibitors; O75874; actives 0.093% (n = 390,000); further: potency means the concentration at half of the fitted maximal effect; on the % scale 0 is the no-effect control and ±100 the full control effect; nearly all actives have a fitted effect of over 65% in size
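IDH1-R132H (0.5 ug/mL dispensed) in pH 7.5 Tris buffer was preincubated 30 min with compound, then given a substrate mix of 0.016 mM NADPH and 2 mM alpha-KG for 80 min at room temperature; remaining NADPH was read by diaphorase/resazurin fluorescence.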
D2 agonist: agonists of human D2 dopamine receptor; P14416; HEK293 T-REx D2 cells, calcium flux agonist mode; activation, % at 2 µM; actives 0.53% (n = 340,000);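 active means activation over 3 SD above normal in the single-dose calcium agonist read, cut at about 30% in these data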; further: 0% is about no effect
Target sequence (P14416 whole entry, looked up): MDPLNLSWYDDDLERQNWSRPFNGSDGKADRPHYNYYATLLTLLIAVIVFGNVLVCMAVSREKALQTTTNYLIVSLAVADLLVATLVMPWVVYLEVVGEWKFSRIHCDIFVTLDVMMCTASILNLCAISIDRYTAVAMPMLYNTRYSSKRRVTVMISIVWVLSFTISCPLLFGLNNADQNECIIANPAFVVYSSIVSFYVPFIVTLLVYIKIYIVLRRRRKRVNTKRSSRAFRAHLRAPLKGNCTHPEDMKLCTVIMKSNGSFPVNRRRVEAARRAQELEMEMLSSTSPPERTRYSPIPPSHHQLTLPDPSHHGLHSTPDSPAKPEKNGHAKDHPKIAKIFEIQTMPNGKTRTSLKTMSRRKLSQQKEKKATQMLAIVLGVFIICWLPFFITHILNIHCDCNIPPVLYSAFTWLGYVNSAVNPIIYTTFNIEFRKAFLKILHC
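Tetracycline-induced HEK293 T-REx cells with force-coupled D2 receptor, plated overnight at 30 C, loaded with no-wash calcium dye. After a 10 s baseline, compound was pin-added and calcium flux read kinetically for 180 s; calcium rises flagged agonists.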
TRHR agonist: agonists of human TRH receptor. TRHR cells, calcium flux fluo-8, FDSS agonist mode. P34981. activation, % at 2 µM. actives 0.18% (n = 360,000); in the data active means activation above about 30%; further: 0% is about no effect
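Agonist-mode FDSS calcium read (Ex 480/Em 530, 1 s cycles) in 1536-well TRHR cells with fluo-8 dye, after 10-cycle baseline and 23 nL compound addition; TRH at EC20 (10 nM final) added afterwards for the enhancer phase.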
D2 antag: D2 dopamine receptor (human) antagonism | actives 2% (n = 340,000) | inhibition, % at 10 µM | AID 485344 | P14416 | HEK293 TREx D2 cells, calcium flux, dopamine EC80; in the data active means inhibition above about 30%; further: 0% is about no effect
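Overnight-induced (tetracycline, 30 C) HEK293 T-REx cells carrying force-coupled D2 receive a no-wash calcium dye, then compound, then EC80 dopamine at 180 s; signals are read kinetically throughout.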
TrxR1 substrate: substrates of rat thioredoxin reductase 1; O89049; purified TrxR1 substrate turnover, NADPH consumption readout; Potency, µM (doses to about 114 µM), for inactives: top-dose activity change, negative = substrate turnover; actives 0.01% (n = 390,000); AID 588456; further: potency means the concentration at half of the fitted maximal effect; on the % scale 0 is the no-effect control and ±100 the full control effect; nearly all actives have a fitted effect of over 50% in size
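Rat TrxR1, dispensed at 90 nM, was prereduced with 400 uM NADPH (final) for 5 min at ~22 deg C, then incubated with compound 15 min before 400 uM selenite. A first-read NADPH fluorescence drop versus no-compound background flagged substrates.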
* = called active by the depositor; ? = inconclusive; · = not tested or not shown; & = joins results of further samples; [ ] = another dose, or the depositor's remark. Unless noted, the call rests on the fitted dose curve; in most records, active means well fitted inhibition curve with a large enough effect; inconclusive means small, poorly fitted or top-dose-only effect; inactive means no such curve, though single readings can be large or run the other way. An excerpt; count on the stated rates, not on these rows.

SMILES	USP1-UAF1 inh	rTrxR1 inhibitor	TRHR enhancer	Pin1 inh	mIDH1 inhibitor	D2 agonist	TRHR agonist	D2 antag	TrxR1 substrate
COc1cc(CN2CCSCC2)c([N+](=O)[O-])cc1OC	-7%	2%[57.1 µM]	20	-9%	5%	1.2	-0.2	2	-11%
CCn1c(SCC(N)=O)nc2sc3c(c2c1=O)CCN(C)C3	?	?	-6	-8%	7%	2.4	2.8	-12	11%
COC(=O)Cn1c(=NC(=O)c2ccc(Cl)s2)sc2cc(C)ccc21	-2%	-8%	10	2%	1%	-0.2	-0.2	-5	10%
COc1cc(/C=N/NC(=O)c2cccs2)ccc1O	-13%	16%	16	2%	0%	-0.6	-0.1	1	8%
CCCCc1c(C)nn(-c2nnc3c4ccccc4n(C)c3n2)c1C	-3%	5%	-5	-7%	3%	-0.4	-0.7	-4	-4%
COCCNC(=S)N/N=C/c1ccc(N2CCOCC2)cc1	-2%	-21%	7	-6%	-11%	-1.2	-1.0	-2	46%[activator]
N#Cc1c(NC(=O)CN2CCN(C(=O)c3ccco3)CC2)sc2c1CCCCC2	-22%	-23%	7	7%	0%	0.3	-0.4	-5	-1%
N#CC1(c2ccccc2)CCCN1C(=O)c1ccccc1Br (stereo unspecified)	-18%	15%	6	-3%	10%	·	-0.7	·	-6%[57.1 µM]
CC(C)CC(NC(N)=O)C(=O)Nc1ccc(Cl)c(Cl)c1 (stereo unspecified)	-19%	28%[57.1 µM]	8	-6%	-1%	-0.4	-0.3	-7	11%[57.1 µM]
C/C(=N\NC(=O)c1c(C)nc2ccccn12)c1ccc(C(C)(C)C)cc1	-14%	-3%[57.1 µM]	1	0%	7%	0.1	-0.1	-29	3%[57.1 µM]
CCOc1ccc(C(=O)NC2CCN(CC(=O)NCc3cccs3)CC2)cc1	-5%	23%[57.1 µM]	3	-12%	4%	-0.6	-0.2	14	-5%[57.1 µM]
N#Cc1nc(-c2ccco2)oc1NCc1ccc(F)cc1	0%	7%[57.1 µM]	-2	1%	4%	·	0.0	·	31%[57.1 µM]
Cc1nn(CC(=O)NCCN2CCOCC2)c(=O)c2cc3sccc3n12	-26%	29%	0	-5%	15%	0.4	0.4	-10	6%
COc1cc(OC)c(OC)cc1CNC(=O)c1cc(=O)[nH]c2ccccc12	-11%	5%	0	-2%	10%	-0.3	-1.1	3	5%
Cc1cc(=O)oc2cc(OCC(=O)NCCN3CCOCC3)ccc12	-18%	19%	-4	1%	-8%	0.3	0.2	9	21%
CC(C)(C)OC(=O)N1CCC(c2c(C(=O)NCCc3ccsc3)cnn2-c2ccc(F)cc2F)CC1	-27%	19%	-5	2%	0%	-0.6	-0.1	·	-3%
CC(=O)N1CCOCCOCCN(C(C)=O)CCOCC1	-21%	18%	5	-7%	8%	-0.7	0.6	9	3%
CC(=O)c1c(C)n(C)c2ccc(OC(=O)c3ccc([N+](=O)[O-])cc3)cc12	-23%	12%	40*	0%	16%	-0.3	0.3	0	0%
CCCCN(CCCNC(=O)CN1N=C(c2ccccc2)CCC1=O)c1ccccc1	-11%	8%[57.1 µM]	-3	-5%	-3%	0.1	-0.6	·	0%[57.1 µM]
FC(F)(F)c1ccc(N2CCOCC2)c(NC2=NCCCCC2)c1	-19%	-32%	-10	0%	0%	0.1	1.2	-10	2%
Cn1c(=O)c2c(nc(C3CC4C5CCC(C5)C4C3)n2C)n(C)c1=O (stereo unspecified)	-4%	14%[11.4 µM]	·	3%	-2%	·	·	·	6%[11.4 µM]
CCCCc1c(C)nc2c(OC)cccc2c1SCCC(=O)O	0%	-17%	7	0%	7%	-2.9	-0.6	-13	10%
CCOc1ccc(-c2cc(NC(=O)c3ccc(C)cc3)c(C(=O)OC)s2)cc1	9%	2%	5	-6%	-8%	-0.6	0.2	·	0%
CC(=O)Nc1nc2ccc(C(=O)NC3CCCCC3)cc2s1	-28%	13%[57.1 µM]	7	0%	2%	-0.2	-0.4	-14	10%[57.1 µM]
CSc1nc2ccccc2cc1/C=C(\C#N)c1cccc(C)c1	-10%	9%[57.1 µM]	2	9%	2%	0.3	0.6	1	18%[57.1 µM]

Next section:
SMILES	USP1-UAF1 inh	rTrxR1 inhibitor	TRHR enhancer	Pin1 inh	mIDH1 inhibitor	D2 agonist	TRHR agonist	D2 antag	TrxR1 substrate
Cc1ccc(CNc2nc3c(S(=O)(=O)c4ccc(C)c(C)c4)nnn3c3ccc(Cl)cc23)cc1	-7%	106%[activator]	0	3%	-5%	0.2	0.1	·	164%[activator]
Cc1cc(NC(=O)CN2C(=O)NC(C)(CCc3ccccc3)C2=O)no1 (stereo unspecified)	-9%	-5%	-6	-2%	6%	1.8	0.1	-2	-8%
COc1ccc(N(CC(=O)NCC2CCCO2)C(=O)CCC(=O)Nc2nccs2)c(OC)c1 (stereo unspecified)	-4%	4%[57.1 µM]	1	-2%	20%	0.0	0.0	-5	8%[0.0914 µM]
COc1ccc(C(Sc2ccccc2)c2ccccc2)cc1OC (stereo unspecified)	?	10%	2	6%	9%	0.3	0.4	0	-3%
CC(Sc1ccccc1)C(=O)NN=C1CCN(C)CC1 (stereo unspecified)	-4%	20%[57.1 µM]	-2	3%	5%	0.3	0.2	-26	8%
CC(C)(C)C(=O)O/N=C(\N)c1c(Cl)cccc1Cl	?	14%	-3	3%	0%	0.2	0.0	-2	2%
O=C(Oc1ccccc1F)c1ccc2c(=O)n3c(nc2c1)CCC3	-2%	-11%[57.1 µM]	-3	2%	-12%	-0.3	-0.1	32*	-6%[57.1 µM]
CCc1ccc(OCC(=O)NCC(c2ccc(Cl)cc2)N2CCOCC2)cc1 (stereo unspecified)	-20%	-6%	9	-3%	6%	-2.0	-0.5	·	-15%
CC1CCN(S(=O)(=O)c2ccc(NC(=O)CCNC(=O)c3ccc(Cl)cc3)cc2)CC1	-16%	24%	-3	1%	8%	-1.4	-0.1	-3	6%
Cc1sc2c(c1C)c(=O)n(-c1ccc(Cl)cc1)c(=O)n2Cc1cc(=O)n2ccccc2n1	-4%&-15%	1%	3&-3	-1%&5%	15%&3%	-0.4&0.2	-0.2&-1.1	-1	-1%
Cc1ccc(Nc2nc(C(=O)N3CCC(C(=O)NC(C)C)CC3)cs2)cc1	-7%	11%	-3	-1%	-8%	2.0	1.6	6	-5%
CCOc1ccccc1NS(=O)(=O)c1cc2c3c(c1)CC(=O)N3CCC2	-22%	41%[activator]	-7	9%	-10%	0.2	0.3	-9	8%
N=c1n(CCN2CCCC2)c2ccccc2n1CC(O)c1ccco1 (stereo unspecified)	-20%	7%	-6	-9%	3%	0.1	-0.6	1	-1%
CNC(=O)c1nc(C)n(-c2ccc(Cl)cc2Cl)n1	-2%	2%[57.1 µM]	-3	-12%	2%	·	-0.3	·	4%[57.1 µM]
COc1ccccc1C(=O)Nc1sc2c(c1C#N)CCC2	-28%	32%[activator]	5	-2%	-14%	-0.3	0.7	-10	9%
CSCCC(NC(=O)c1ccco1)C(=O)OCC(=O)N(Cc1ccccc1)C(C)(C)C (stereo unspecified)	-19%	9%	-6	-7%	4%	·	-0.1	·	1%
CC12CCC(C(=O)N(CC(O)CN3CCN(Cc4ccccc4)CC3)C1=O)C2(C)C (stereo unspecified)	-24%	23%	5	2%	0%	5.4	0.5	-14	9%
O=C(NCC(=O)N1CCN(c2ccccn2)CC1)c1ccc(Br)o1	-20%	16%	2	-6%	-4%	0.5	0.4	-2	17%
Cc1ccc(CCNC(=O)CN2C(=O)COc3ccc(S(=O)(=O)N4CCC(C)CC4)cc32)cc1	-6%&-15%	4%[57.1 µM]	3&-2	1%&-4%	-8%&-13%	-0.1&-0.4	0.2&-0.4	-11	-2%[57.1 µM]
Cc1ccc(-c2nc(CSCC(=O)Nc3cc(C)on3)c(C)o2)cc1	-26%	0%	-2	1%	2%	-1.9	-0.7	-6	-1%
Cc1cc(C)cc(NC(=O)Nc2ccc3ccccc3n2)c1	2%	22%[57.1 µM]	4	-6%	4%	0.8	0.4	-3	0%[57.1 µM]
O=C(NCC1CCN(Cc2ccc(F)cc2)CC1)Nc1cc(F)ccc1F	-19%	21%	-4	-3%	3%	1.3	1.7	-26	3%
COc1ccc(CCNC(=O)CSc2nnc(CNC(=O)c3ccco3)o2)cc1OC	-2%	24%	-8	-9%	1%	0.3	0.7	-13	7%
Cc1ccc(C2=CC(c3ccccc3)n3ncnc3N2)cc1 (stereo unspecified)	-10%	-12%	·	?	-3%	·	·	·	57%[activator]
COc1ccc(C)cc1NC(=O)C(OC(=O)C1CC1)c1ccccc1 (stereo unspecified)	-8%	4%[57.1 µM]	-3	?	-2%	-0.8	-0.6	6	9%[57.1 µM]
Cc1ccc(NC(=O)COC(=O)CCC(=O)c2ccc(C(C)(C)C)cc2)c([N+](=O)[O-])c1	-17%	13%[57.1 µM]	23	-2%	2%	0.6	1.0	6	8%[57.1 µM]
CCOc1ccccc1NC(=O)C1CCCC1	-9%	-11%	·	-1%	8%	·	·	·	-2%
Cc1ccnc(SC2CC(=O)N(c3ccc([N+](=O)[O-])cc3)C2=O)n1 (stereo unspecified)	-11%	-28%	-5	-2%	9%	-0.3	-1.2	11	-5%
CCN(CC)CCCN1C(=O)C(O)=C(C(=O)c2ccco2)C1c1ccc(C)o1 (stereo unspecified)	-20%	?	·	?	12%	·	·	·	14%[57.1 µM]

At a glance, some entries already given:
SMILES	USP1-UAF1 inh	rTrxR1 inhibitor	TRHR enhancer	Pin1 inh	mIDH1 inhibitor	D2 agonist	TRHR agonist	D2 antag	TrxR1 substrate
Cc1ccnc(SC2CC(=O)N(c3ccc([N+](=O)[O-])cc3)C2=O)n1 (stereo unspecified)	-11%	-28%	-5	-2%	9%	-0.3	-1.2	11	-5%
CCN(CC)CCCN1C(=O)C(O)=C(C(=O)c2ccco2)C1c1ccc(C)o1 (stereo unspecified)	-20%	?	·	?	12%	·	·	·	14%[57.1 µM]
